Screening data deposited in PubChem by National Center for Advancing Translational Sciences (NCATS).
ELG1 repair inh – qHTS screen for small molecules that inhibit ELG1-dependent DNA repair in human embryonic kidney (HEK293T) cells expressing luciferase-tagged ELG1 | HEK293T ELG1-luciferase reporter, luminescence, 16 h; DNA damage induced by 5-fluorouridine | Potency, µM (top dose mostly 46.1 µM), without a hit: top-dose activity change, negative = inhibition, hits mostly inhibitors | hit rate 2.3% among 330,000; note: potency is the fitted concentration of half-maximal effect; % is set by controls: 0 for no effect and ±100 for the full control effect; nearly all actives have a fitted effect of over 55% in size
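Cells (2,000 per well) received 5-fluorouridine plus test compound or DMSO and were incubated 16 hr at 37 °C, 5% CO2. Luciferase activity was read by luminescence 30 min after ONE-Glo addition; signal suppression marked inhibition of damage-induced ELG1 function.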
Mito fusion yeast – qHTS Assay for Small Molecule Inhibitors of Mitochondrial Division or Activators of Mitochondrial Fusion | S. cerevisiae fusion-defective mutant growth rescue, CellTiterGlo 48 h | Potency, µM (series often up to 46.1 µM), for the others: at the highest dose growth rescue (activation), most hits filed as activators | hit rate 0.23% among 320,000 | AID 485298, 2010;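 note: potency is the fitted concentration of half-maximal effect; % of control where 0% means no effect; nearly all actives have a fitted effect of over 45% in size; temperature-sensitive fusion mutants such as fzo1-1 at 37 °C on non-fermentable ethanol glycerol medium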
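Compounds are tested for their ability to restore growth of mitochondrial fusion-defective yeast strains at non-permissive 37C in YPEG medium over 48 hours. Viability is quantified by luciferase luminescence.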
NPC1 promoter act – qHTS Assay for NPC1 Promoter Activators | Huh7 NPC1 promoter luciferase reporter, 24 h | Potency, µM (highest dose often 9.22 µM), inactives show at the highest dose activation, usual class: activators | hit rate 2.4% among 320,000;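 note: potency is the fitted concentration of half-maximal effect; % of control where 0% means no effect; nearly all actives have a fitted effect of over 60% in size; reporter is driven by a mutant NPC1 promoter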
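Cells: Huh7 expressing luciferase under the NPC1 promoter, 1500/well. Seeded 2 h, compound added, incubated 24 h at 37 °C. Luciferase reagent, 10 min ambient, then luminescence.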
KCNH2 3.1 block – qHTS for Inhibitors of KCHN2 3.1: Mutant qHTS; Potassium voltage-gated channel subfamily H member 2, brain isoform KCNH2 3.1 (human); U2OS KCNH2 3.1, thallium flux FluxOr; stronger effect = lower value; activity change, % (tested at about 1.8 µM); hit rate 0.95% among 340,000; AID 720553, 2013;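 active = maximum activity change below -70%; inconclusive = maximum activity change from -70% to -50%; inactive = maximum activity change above -50%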;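 note: thallium influx rate constant from kinetic fluorescence after stimulation buffer; % is set by controls: 0 for no effect and ±100 for the full control effect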
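We transduce U2OS cells with the mutant 3.1 virus, culture them overnight, load FluxOr with Red40 quencher for 45 min, then add stimulation buffer and read kinetically for 2 min to derive a normalized rate constant.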
PKM2 activator – qHTS Assay for Activators of Human Muscle isoform 2 Pyruvate Kinase | purified PKM2, Kinase-Glo ATP luminescence, activation; response scale: 0% is enzyme alone, no compound | AID 1631, 2009 | hit rate 0.34% among 260,000 | Potency, µM (doses to about 57.5 µM), inactives show at the top dose activation, usual class: activators; note: potency is the fitted concentration of half-maximal effect; % is set by controls: 0 for no effect and ±100 for the full control effect; nearly all actives have a fitted effect of over 55% in size
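hPK-M2, >95% pure; 0.1 mM ADP / 0.5 mM PEP final; imidazole pH7.2 buffer w/ 7 mM MgCl2, 50 mM KCl; 1 h RT; Kinase-Glo lum. Intermediate enzyme activity for dual inhibitor/activator qHTS.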
VP16 counter – VP16 counterscreen qHTS for inhibitors of ROR gamma transcriptional activity; Potency, µM (titrated, usually from 53.6 µM), without a hit: top-dose activity, negative = inhibition, usual class: inhibitors; hit rate 3.5% among 310,000; Drosophila S2 Gal4-VP16 UAS-luciferase, luminescence, 20 h;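 note: Gal4-VP16 expression switched on by copper sulfate through the metallothionein promoter; potency is the fitted concentration of half-maximal effect; % is set by controls: 0 for no effect and ±100 for the full control effect; nearly all actives have a fitted effect of over 50% in size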
RORg inh – qHTS for inhibitors of ROR gamma transcriptional activity; hit rate 5.4% among 310,000; Potency, µM (doses to about 53.6 µM), for the others: top-dose activity change, negative = inhibition, hits mostly inhibitors; AID 2551, 2010; Drosophila S2 Gal4-RORgamma UAS-luciferase reporter, 20 h; note: potency is the fitted concentration of half-maximal effect; % is set by controls: 0 for no effect and ±100 for the full control effect; nearly all actives have a fitted effect of over 60% in size
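A Gal4/UAS one-hybrid system in insect cells: metallothionein-promoter Gal4–ROR gamma fusion plus Photinus luciferase reporter. Copper sulfate 700 uM final, 20 hr ambient incubation, luminescent detection after 10 min with reagent.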
Menin-MLL TR inh – qHTS Assay for Inhibitors Targeting the Menin-MLL Interaction in MLL Related Leukemias: Competition With Texas Red Labeled MLL-derived Mutant Peptide. hit rate 0.23% among 270,000. Potency, µM (series often up to 61.6 µM), for the others: at the top dose FP activity change, negative = inhibition, hits mostly inhibitors. Menin + Texas Red MLL mutant peptide, fluorescence polarization. AID 1768, 2009. O00255; active = well fitted inhibition curve with a large enough effect in the polarisation, with a control signal flat, not every such curve was filed as active; inconclusive = small, poorly fitted or top-dose-only effect, or effect the other way, or a change in a side signal; inactive = no such curve, though single readings can be large or run the other way; the % refers to the polarisation; note: potency is the fitted concentration of half-maximal effect; % of control where 0% means no effect; many of its hits are not listed in these tables
Rab9 prom act – qHTS Assay for Rab9 Promoter Activators; Huh7 Rab9 promoter-luciferase reporter, luminescence, 24 h; hit rate 2.8% among 320,000; Potency, µM (highest dose often 9.22 µM), inactives show at the highest dose activation, negative = inhibition, usual class: activators; AID 485297, 2010; note: potency is the fitted concentration of half-maximal effect; % of control where 0% means no effect; nearly all actives have a fitted effect of over 60% in size
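Cells were plated at 1500 per well in reduced-serum medium with 10% FBS and left 2 h. Compound in DMSO was then added for 24 h at 37 °C. Reporter signal was read by luminescence after 10 min with luciferase detection reagent.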
MBNL1 CUG block – qHTS Assay for Inhibitors of MBNL1-poly(CUG) RNA binding; AID 2675, 2010; Potency, µM (top dose mostly 57.5 µM), for inactives: top-dose activity change, negative = inhibition, most hits filed as inhibitors; TR-FRET MBNL1-His/biotin-(CUG)12 binding, 665/545 ratio; hit rate 0.036% among 280,000; active = well fitted inhibition curve with a large enough effect in the signal ratio, with a control signal flat, not every such curve was filed as active; inconclusive = small, poorly fitted or top-dose-only effect, or effect the other way, or a change in a side signal; inactive = no such curve, though single readings can be large or run the other way; the % refers to the signal ratio; note: potency is the fitted concentration of half-maximal effect; % is set by controls: 0 for no effect and ±100 for the full control effect
Target sequence (Q9NR56 whole entry, looked up): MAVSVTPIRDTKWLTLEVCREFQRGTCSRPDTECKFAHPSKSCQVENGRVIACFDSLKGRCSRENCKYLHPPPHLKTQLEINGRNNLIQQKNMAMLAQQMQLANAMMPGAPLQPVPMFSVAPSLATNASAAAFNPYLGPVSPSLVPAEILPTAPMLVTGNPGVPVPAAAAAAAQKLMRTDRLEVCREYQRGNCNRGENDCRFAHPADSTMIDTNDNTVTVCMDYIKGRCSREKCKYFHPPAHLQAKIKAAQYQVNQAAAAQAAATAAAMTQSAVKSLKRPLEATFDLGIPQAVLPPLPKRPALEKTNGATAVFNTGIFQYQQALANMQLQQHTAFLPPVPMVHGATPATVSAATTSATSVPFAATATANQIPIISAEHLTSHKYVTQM
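Compound titration spanned 92 nM–58 uM against the MBNL1-His/biotin-(CUG)12 complex. After 60 min at room temperature with 5 nM streptavidin-XL665 and 0.055 ng/ul terbium anti-His, ratiometric 665/545 nm emission (Ex 340 nm) normalized to controls.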
FLuc counter – qHTS profiling assay for firefly luciferase inhibitor/activator using purifed enzyme and Km concentrations of substrates (counterscreen for miR-21 project); Luciferin 4-monooxygenase (Photinus pyralis), P08659; purified FLuc, Km substrates, luminescence inhibition; Potency, µM (titrated, usually from 57.5 µM), inactives show at the top dose activity change, negative = inhibition, most hits filed as inhibitors; hit rate 6.9% among 360,000; AID 588342, 2011;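 note: potency is the fitted concentration of half-maximal effect; plate controls were vehicle for no effect and reference inhibitor for full effect; nearly all actives have a fitted effect of over 55% in size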
Target sequence (P08659 whole entry, looked up): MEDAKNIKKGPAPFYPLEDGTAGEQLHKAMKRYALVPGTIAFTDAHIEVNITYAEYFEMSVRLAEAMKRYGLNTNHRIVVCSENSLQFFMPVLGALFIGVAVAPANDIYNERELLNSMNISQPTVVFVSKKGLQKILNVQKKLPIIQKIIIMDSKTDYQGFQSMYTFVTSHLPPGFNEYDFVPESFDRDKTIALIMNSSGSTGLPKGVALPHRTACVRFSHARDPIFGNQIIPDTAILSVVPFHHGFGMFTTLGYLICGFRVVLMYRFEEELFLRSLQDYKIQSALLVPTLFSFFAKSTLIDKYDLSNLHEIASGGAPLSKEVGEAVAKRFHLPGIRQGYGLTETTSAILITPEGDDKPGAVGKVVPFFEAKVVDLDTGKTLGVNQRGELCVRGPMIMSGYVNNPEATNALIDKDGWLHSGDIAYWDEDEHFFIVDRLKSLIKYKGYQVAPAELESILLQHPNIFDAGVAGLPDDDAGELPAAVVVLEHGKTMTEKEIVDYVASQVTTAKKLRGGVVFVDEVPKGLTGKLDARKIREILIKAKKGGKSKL
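Purified P. pyralis luciferase (10nM final) with 10uM D-luciferin and 10uM ATP (Km levels) in 50mM Tris acetate pH 7.5, 10mM Mg acetate, 0.01% Tween-20, 0.05% BSA; qHTS 6-point titration, ~60 µM downward; luminescence read.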
The depositor's hits bear a star; ? = inconclusive; / = not tested or not shown; [ ] = remark or other dose. Unless noted, calls come from the whole dose curve; as a rule, active = well fitted curve in the direction sought with a large enough effect; inconclusive = small, poorly fitted or top-dose-only effect, or another doubt; inactive = no such curve, though single readings can be large; an effect the other way counts as inactive or inconclusive.

SMILES	ELG1 repair inh	Mito fusion yeast	NPC1 promoter act	KCNH2 3.1 block	PKM2 activator	VP16 counter	RORg inh	Menin-MLL TR inh	Rab9 prom act	MBNL1 CUG block	FLuc counter
Cc1c(F)cccc1NC(=O)CCC(=O)O	10%	-11%	-2%	-3	2%	-6%	-1%	2%	-6%	1%	0%
Cc1sc(NC(=O)C2CSC3(C)CCC(=O)N23)nc1-c1ccccc1 (stereo unspecified)	?	17%	-7%	15	/	/	/	/	-13%	/	2%
Cc1ccccc1-c1cc(-c2ccccc2O)n[nH]1	?	21%	28%	-8	-1%	?	5.6µM*	29%	3.2µM*	-2%	?
Cc1csc(NC(=O)c2cc(=O)[nH]c3ccccc23)n1	11%	3%	0%	8	-3%	0%	2%	/	-6%	/	-2%
CCOc1ccccc1CN1CCCC(CNS(=O)(=O)c2ccc(OC)cc2)C1 (stereo unspecified)	7%	0%	3%	-8	/	-9%	-1%	/	0%	-1%	0%
CNS(=O)(=O)c1cccc(C(=O)OCC(=O)Nc2ccc(Cl)cc2F)c1	?	3%	-2%	-2	-1%	-4%	6%	/	-1%	3%	4%
COc1ccc(C2/C(=C(/O)c3ccc(Br)cc3)C(=O)C(=O)N2C)cc1 (stereo unspecified)	2%	6%	0%	19	0%	-6%	-29%	7%	5%	?	-2%
CC(C)(C)NS(=O)(=O)c1ccc(NC(=O)Cc2ccccc2[N+](=O)[O-])cc1	1%	-9%	-4%	-24	1%	11%[10 µM]	30%	15%	0%	14%	-11%
Cc1ccc(-c2c[n+](CC(=O)OCc3ccccc3)c3n2CCC3)cc1	9%	-1%	-2%	-1	1%	-1%	18%	-6%	-2%	2%	1%
COc1ccc(C2CC2/C(=N/O)c2ccccn2)cc1 (stereo unspecified)	6%	-3%	14%	3	1%	3.2µM*	?	0%	?	-6%	?
Cc1ccc(Oc2c(C)nc(-c3ccccc3)[nH]c2=O)cc1	?	3%	-3%	4	5%	0%	0%	/	-6%	/	-2%
CC1=NN(C(=O)c2ccccc2Br)C(O)(c2cccnc2)C1 (stereo unspecified)	-2%	-1%	-2%	-15	2%	13µM*	5.6µM*	-4%	2%	-5%	5%
Cc1ccc(Cn2c(CN(C)Cc3ccccc3)nc3c2c(=O)n(C)c(=O)n3C)cc1	?	11%	-3%	17	1%	-2%	-16%	-9%	-2%	-9%	-1%
Cc1sc2ncnc(N3CCC(C(=O)NNC(=O)COc4ccccc4Cl)CC3)c2c1C	?	5%	6%	-11	/	/	/	/	-4%	/	4%
Cc1ccc(S(=O)(=O)N/N=C\c2cc3c(cc2Br)OCO3)cc1	-9%	-6%	-6%	5	0%	6%	?	1%	-4%	-10%	4%
O=C(OCc1ccccc1)/C(=C(\O)c1ccccc1Br)c1ccc(-c2ccccc2)cn1	-2%	1%	1%	5	/	/	/	/	1%	/	-3%
O=C(C1=C[C@H](c2ccc(C(F)(F)F)cc2)C[C@H](OCc2ccc(CO)cc2)O1)N1CCN(Cc2ccc3c(c2)OCO3)CC1	?	6%	1%	2	3%	-30%	-34%	?	-3%	11%	0%
CCOC(=O)C1=NNC2C(=O)N(CC)C(=O)C12 (stereo unspecified)	8%	-2%	-3%	-2	2%	-4%	-16%	/	1%	5%	-1%
O=C(c1cc2ccccc2o1)N1CCN(S(=O)(=O)c2cccs2)CC1	?	-10%	-3%	13	0%	0%	20%	-9%	-3%	-1%	3%
Oc1ccc(CN2CCN(Cc3ccccc3)CC2)c2cccnc12	-1%	0%	-2%	-1	0%	-1%	5%	10%	-7%	3%	1%

Full records from above. Screens in order: ELG1 repair inh, Mito fusion yeast, NPC1 promoter act, KCNH2 3.1 block, PKM2 activator, VP16 counter, RORg inh, Menin-MLL TR inh, Rab9 prom act, MBNL1 CUG block, FLuc counter
Entry for Cc1sc2ncnc(N3CCC(C(=O)NNC(=O)COc4ccccc4Cl)CC3)c2c1C → ?, 5%, 6%, -11, /, /, /, /, -4%, /, 4%
Entry for CC1=NN(C(=O)c2ccccc2Br)C(O)(c2cccnc2)C1 (stereo unspecified) → -2%, -1%, -2%, -15, 2%, 13µM*, 5.6µM*, -4%, 2%, -5%, 5%
Entry for CCOC(=O)C1=NNC2C(=O)N(CC)C(=O)C12 (stereo unspecified) → 8%, -2%, -3%, -2, 2%, -4%, -16%, /, 1%, 5%, -1%
Entry for O=C(OCc1ccccc1)/C(=C(\O)c1ccccc1Br)c1ccc(-c2ccccc2)cn1 → -2%, 1%, 1%, 5, /, /, /, /, 1%, /, -3%

Additional results follow.
SMILES	ELG1 repair inh	Mito fusion yeast	NPC1 promoter act	KCNH2 3.1 block	PKM2 activator	VP16 counter	RORg inh	Menin-MLL TR inh	Rab9 prom act	MBNL1 CUG block	FLuc counter
O=C(Nc1ccc(N2CCOCC2)nc1)c1ccc(Cl)cc1	21%	-3%	19%	-3	10%	9%	42%	26%	17%	0%	-12%
COc1cccc(NC(=O)CN(C)C(=O)c2ccc(N3CCOCC3)c([N+](=O)[O-])c2)c1	1%	-4%	-2%	-9	/	/	/	/	0%	/	5%
O=C(Cn1cnc2c(nnn2Cc2ccc(F)cc2)c1=O)Nc1cccc(F)c1	?	1%	-1%	-2	0%	3%	-4%	1%	-11%	11%	1%
O=S(=O)(c1cccc(Cl)c1)N1CCC(c2nc3ccccc3[nH]2)CC1	5%	2%	3%	-3	-2%	14%	?	3%	-1%	-7%	-1%
CC(C)(C)c1cc(C(=O)NNC(=O)c2ccc(C(F)(F)F)cc2)no1	-5%	3%	1%	-37	-4%	-13%	-22%	/	-1%	/	2%
COc1ccc(NCC(=O)N/N=C/c2ccc3c(c2)OCCO3)cc1	-1%	0%	2%	4	1%	-6%	0.13µM*	-11%	-3%	/	19µM*
CCOc1cc(N2CCOCC2)c(OCC)cc1NC(=O)CN1C(=O)NC(CC(C)C)C1=O (stereo unspecified)	-6%	28%	-2%	5	0%	-3%	2%	-4%	2%	-2%	0%
Cc1cnc(NC(=O)CSc2nnc(CNc3ccc(F)cc3)n2CC2CCCO2)s1 (stereo unspecified)	0%	-2%	0%	-1	-3%	-6%	12%	-2%	-2%	-11%	2%
COc1ccc(C(=O)Cn2nnc(-c3ccccc3F)n2)cc1	13%	5%	21%	8	-1%	10%	?	7%	28%	-8%	15µM*
CN(C)CCNC(=O)CN1C(=O)CSc2ccc(S(=O)(=O)N3CCCCC3)cc21	-1%	-2%	1%	14	/	-7%	-3%	-5%	-1%	0%	1%
c1ccc(Cn2c(NCc3ccco3)nc3ccccc32)cc1	-3%	6%	-1%	-9	2%	2%	-32%	3%	0%	-3%	-2%
COc1ccc(CNC(=O)CN2C(=O)NC3(CCCc4sccc43)C2=O)cc1 (stereo unspecified)	?	0%	-1%	5	/	/	/	/	7%	/	2%
Cc1ccc(C)c(OCCCN2CCCC2)c1	-4%	3%	-3%	-5	1%	16%	-11%	-8%	-12%	-4%	-2%
Cc1csc(NC(=O)C2=NN(c3ccccc3)C(=O)CC2)n1	9%	-6%	-2%	-1	1%	-1%	8%	-9%	0%	5%	-2%
O=C(O)/C=C/C(=O)Nc1ccc(C2(c3ccc(NC(=O)/C=C/C(=O)O)cc3)c3ccccc3-c3ccccc32)cc1	-4%	3%	1%	5	0%	3%	1%	105%[activator]	1%	-9%	-13%
COc1cccc2[nH]c3c(N4CCC5(CC4)OCCO5)ncnc3c12	-11%	-5%	-4%	9	5%	-8%	2%	/	3%	13%	?

Some of the compounds tested, so the mix of outcomes need not match the whole.
